Assay outcomes as filed in PubChem BioAssay.
NPSR antagonist: blocks cAMP signaling of the human neuropeptide S receptor. Q6W5P4. CHO-NPSR cells, cAMP TR-FRET, antagonist mode. Potency, µM (top dose mostly 38.3 µM), for inactives: top-dose activity change, negative = inhibition, usual class: inhibitors. 220,000 tested, 1% active. AID 1461; further: potency means the concentration at half of the fitted maximal effect; on the % scale 0 is the no-effect control and ±100 the full control effect; nearly all actives have a fitted effect of over 50% in size; many of its hits are not listed in these tables
Target sequence (Q6W5P4 whole entry, looked up): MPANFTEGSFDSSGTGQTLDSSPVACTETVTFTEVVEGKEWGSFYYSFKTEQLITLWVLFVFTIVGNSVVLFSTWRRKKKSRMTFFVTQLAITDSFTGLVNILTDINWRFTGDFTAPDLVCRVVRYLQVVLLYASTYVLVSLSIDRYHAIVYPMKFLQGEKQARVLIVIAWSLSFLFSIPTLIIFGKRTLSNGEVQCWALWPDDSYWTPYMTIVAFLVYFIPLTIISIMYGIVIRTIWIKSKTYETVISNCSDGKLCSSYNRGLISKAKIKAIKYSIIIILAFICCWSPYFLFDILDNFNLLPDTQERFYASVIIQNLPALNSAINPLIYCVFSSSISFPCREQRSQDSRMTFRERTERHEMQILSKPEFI
HttQ103 aggreg: mutant huntingtin aggregation inhibition. PC12 HttQ103-GFP aggregates, Acumen cytometry, 40 h. Potency, µM (titrated, usually from 46.1 µM), for inactives: top-dose activity change, negative = inhibition, usual class: inhibitors. 220,000 tested, 1.1% active. AID 1688; further: potency means the concentration at half of the fitted maximal effect; on the % scale 0 is the no-effect control and ±100 the full control effect; nearly all actives have a fitted effect of over 60% in size
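Aggregates are detected as GFP objects 1–25 µm with signal 6 STDEV over background in lysates of induced PC12 cells. These carry Huntingtin exon 1 with 103 glutamines fused to GFP under an ecdysone promoter; compounds titrated.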
Luc counter: counter-screen: inhibitors of Kinase-Glo firefly luciferase | Q27757 | Kinase-Glo luciferase, ATP luminescence, 8 min | Potency, µM (series often up to 38.3 µM), inactives show at the highest dose activity change, negative = inhibition, most hits filed as inhibitors | 200,000 tested, 0.28% active; further: potency means the concentration at half of the fitted maximal effect; on the % scale 0 is the no-effect control and ±100 the full control effect; nearly all actives have a fitted effect of over 60% in size
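Light output from Kinase-Glo luciferase with luciferin and 10 uM ATP in 50 mM imidazole pH 7.2, KCl, MgCl2, Tween 20, BSA; compound pin-delivered, 8-min ambient incubation, then luminescence read.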
Epigenetic reg: derepresses silenced GFP reporter in murine cells; AID 1865; 280,000 tested, 0.2% active; Potency, µM (highest dose often 53.9 µM), for inactives: at the top dose GFP activation, usual class: activators; murine LDR cells, GFP reporter derepression, 30 h; further: potency means the concentration at half of the fitted maximal effect; % of control where 0% means no effect; nearly all actives have a fitted effect of over 60% in size
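Reporter derepression read as number of fluorescent GFP-positive objects, 20-120 um in size, counted by laser-scanning cytometer. Mouse LDR line with an epigenetically silenced CMV-GFP locus; compound incubation 30 h, 37 C.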
IMPase Li cell: IMPase inhibition in cells with lithium potentiation. 210,000 tested, 0.35% active. Potency, µM (top dose mostly 59.4 µM), for inactives: at the highest dose activity, negative = IMPase inhibition, most hits filed as inhibitors. AID 1457. CHO-M1 cells, IP1 TR-FRET (IP-One), carbachol + lithium;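 further: IP1 builds up when IMPase is blocked and the TR-FRET signal falls; potency means the concentration at half of the fitted maximal effect; plate controls were basal vehicle for no effect and high inhibitor control for full effect; nearly all actives have a fitted effect of over 50% in size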
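Steps: plate 2000 CHO-M1 cells per well and culture 16–30 h; add compound and lithium; incubate 30 min, 37C; add d2-IP1 tracer and Eu cryptate anti-IP1 antibody in lysis buffer; read after 10 min at room temperature.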
LMNA splice mod: modulators of lamin A splicing. HeLa LMNA splicing GFP/RFP minigene ratio, 48 h. Potency, µM (series often up to 46.1 µM), for inactives: at the highest dose ratio change, negative = inhibition, hits mostly inhibitors. 200,000 tested, 0.01% active. AID 1487; active means well fitted inhibition curve with a large enough effect in the signal ratio, with a control signal flat, not every such curve was filed as active; inconclusive means small, poorly fitted or top-dose-only effect, or effect the other way, or a change in a side signal; the % refers to the signal ratio; further: potency means the concentration at half of the fitted maximal effect; on the % scale 0 is the no-effect control and ±100 the full control effect
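S3 HeLa stable clones carrying a lamin A-EGFP splicing minigene plus DsRed2 were seeded at 600 cells/well in Opti-MEM with 2% FBS, pin-dosed and incubated 48 h at 37°C. Acumen cytometry (488 nm) gave the GFP/RFP total-intensity ratio.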
CBFb RUNX1 block: CBF-beta/RUNX1 interaction disruption | AlphaScreen CBFb-His/RUNX1-biotin binding, biochemical | Potency, µM (top dose mostly 59.8 µM), for the others: at the highest dose activity, negative = inhibition, hits mostly inhibitors | 230,000 tested, under 10 active; further: % of control where 0% means no effect
Target sequence (Q01196 whole entry, looked up): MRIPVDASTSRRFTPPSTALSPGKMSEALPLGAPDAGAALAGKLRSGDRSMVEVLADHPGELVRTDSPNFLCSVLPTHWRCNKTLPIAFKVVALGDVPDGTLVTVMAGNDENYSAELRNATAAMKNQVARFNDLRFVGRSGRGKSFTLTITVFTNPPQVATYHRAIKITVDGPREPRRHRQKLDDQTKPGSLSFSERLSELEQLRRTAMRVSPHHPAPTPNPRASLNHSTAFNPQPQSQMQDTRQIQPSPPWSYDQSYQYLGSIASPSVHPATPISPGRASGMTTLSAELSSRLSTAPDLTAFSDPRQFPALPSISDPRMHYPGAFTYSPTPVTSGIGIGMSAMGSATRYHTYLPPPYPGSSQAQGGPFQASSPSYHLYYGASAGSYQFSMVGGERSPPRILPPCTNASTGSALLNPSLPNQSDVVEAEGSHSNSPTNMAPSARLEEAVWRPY
Target sequence (Q13951 whole entry, looked up): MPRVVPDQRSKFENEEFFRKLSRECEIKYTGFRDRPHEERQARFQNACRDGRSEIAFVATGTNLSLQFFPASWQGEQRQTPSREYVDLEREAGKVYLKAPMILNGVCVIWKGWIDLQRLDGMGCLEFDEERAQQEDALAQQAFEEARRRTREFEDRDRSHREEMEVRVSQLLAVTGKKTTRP
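Interaction loss through any mechanism counts as activity. Pre-formed complex of His-CBF-beta and biotin-RUNX1 (30 nM apiece) is incubated with compound 15 min, then with 50 ng nickel and 50 ng streptavidin beads for 90 min before AlphaScreen detection.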
Active calls of the source: *; ? = inconclusive; / = no result given; & = joins results of further samples; [ ] = dose if it differs, or a comment. Unless noted, the call rests on the fitted dose curve; in most records, active means well fitted curve in the direction sought with a large enough effect; inconclusive means small, poorly fitted or top-dose-only effect, or another doubt; inactive means no such curve, though single readings can be large; an effect the other way counts as inactive or inconclusive. The list is partial. The share of hits here may be higher or lower than overall.

SMILES	NPSR antagonist	HttQ103 aggreg	Luc counter	Epigenetic reg	IMPase Li cell	LMNA splice mod	CBFb RUNX1 block
COCCNC(=O)NC(=O)COC(=O)c1cccn1C	16%	13%	0%	0.0%	-4%	-4%[46 µM]	3%
CCN(CC(=O)Nc1ccccc1OC)C(=O)Cn1cnc2ccccc2c1=O	5%[46.1 µM]	-1%	1%	-1.7%	0%[38.3 µM]	?	2%
Cc1cccc(N2C(=O)CC(N(O)c3ccccc3)C2=O)c1 (configuration not stated)	-9%[46.1 µM]	7%	-1%	-0.1%	3%[38.3 µM]	-4%	-1%
O=C(/C=C/c1cccc(OCc2ccccc2)c1)c1cccnc1	-13%[46.1 µM]	4%	1%	1.3%	6%	?	-10%
O=C(O)c1ccc(N2C(=O)/C(=C\c3ccccc3)N=C2c2ccccc2)cc1	6.3µM*	-23%[9.22 µM]	/	-3.1%	/	6%[46 µM]	5%
CNC(=O)CN1C(=O)CSc2ncccc21	0%[46.1 µM]	?	2%	-7.8%	-12%[38.3 µM]	7%	5%
CCOc1ccc(S(=O)(=O)NCCC2=CCCCC2)c2ccccc12	?	-2%	/	-0.3%	/	?	16%
COc1ccc(/C=C2\CCCC3C2=NN(C(=O)CSc2n[nH]c(N)n2)C3c2ccc(OC)cc2)cc1 (configuration not stated)	-36%	?	-1%	-0.1%	3%	?	0%
CCCNC(=O)COc1ccc(S(=O)(=O)Nc2ccc(C)cc2)cc1	-18%[46.1 µM]	17%	-3%	7.7%	7%[38.3 µM]	-7%	3%
CCOc1ccc(Nc2nc(N3CCCCC3)nc(N3CCCCC3)n2)cc1	-18%[46.1 µM]	-3%	-4%	-0.8%	57%[activator][38.3 µM]	6%	-1%
CCOC(=O)c1ccc2c(c1)C1C=CCC1C(C(=O)O)N2 (configuration not stated)	6%[46.1 µM]	10%	-15%	-1.7%	13%[38.3 µM]	1%	/
COc1cc2c(cc1OC)-c1nnnn1C(C)(C)C2	2%[46.1 µM]	-1%	-1%	0.0%	24%[38.3 µM]	-5%	-8%
COc1ccc(C(=O)NNC(=O)CCC(=O)Nc2cc(C)on2)cc1	7%	13%	8%	1.1%	1%	-2%	21%
C=CCn1c(O)c(CN2CCCCC2)c(C)c(C#N)c1=O	6%	5%	-11%	1.1%	-3%	7%[9.22 µM]	1%
CCS(=O)(=O)N1CCN(c2ccc(C(=O)N3CCOCC3)cc2[N+](=O)[O-])CC1	7%	12%[9.22 µM]	/	-1.0%	/	/	2%
CCOC(=O)Cc1csc(NC(=O)c2c(O)c3c(n(CC(C)C)c2=O)CCCC3)n1	?	-27%[9.22 µM]	/	-0.5%	/	/	13%
CCN(CC(=O)Nc1ccc(NC(C)=O)cc1)C(=O)/C=C/c1cccs1	-6%[46.1 µM]	-4%	0%	1.0%	11%	-12%	3%
CC(=O)OCC(=O)[C@@]1(OC(C)=O)[C@@H](C)C[C@H]2[C@@H]3C[C@H](F)C4=CC(=O)C=C[C@]4(C)[C@@]3(F)[C@@H](O)C[C@@]21C	-60%	2%&7%	3%	9.2%	4%	?	21%
CCOc1ccc(-n2c(C)nnc2SCC(=O)N(CC)CC)cc1	1%[46.1 µM]	1%	-7%	-4.5%	-7%[38.3 µM]	2%	0%
COc1cc(/C=N/NC(=O)CN(Cc2ccco2)S(=O)(=O)c2ccccc2)ccc1O	6%	22%	1%	1.0%	6%	-7%	0%
COc1ccc(C(=O)NC(=S)Nc2ccccc2[N+](=O)[O-])cc1OC	-5%	9%	0%	-1.2%	-4%	3%[46 µM]	-5%
Cc1ccc(CN2CCN(C/C=C/c3ccc(F)cc3)CC2CCO)o1 (configuration not stated)	58%	-7%[9.22 µM]	1%	-1.0%	9%	/	-1%
COc1ccc(-n2c(SCC(=O)Nc3ccc(Br)cc3)nc(O)cc2=O)cc1	-10%	2%[9.22 µM]	/	0.0%	/	/	-1%
COc1ccc(C(=O)NCC(=O)OCC(=O)c2ccc3c(c2)NC(=O)CO3)cc1OC	13%	8%	0%	1.7%	-3%	?	3%
Cc1ccc(-c2csc3nc(C)n(-n4cccc4)c(=O)c23)o1	-18%[46.1 µM]	1%	1%	-3.4%	-1%[38.3 µM]	?	-1%
Cc1cccc(N(CC(=O)NCCC2=CCCCC2)S(C)(=O)=O)c1C	-11%[46.1 µM]	0%	-4%	0.4%	27%[38.3 µM]	-5%	5%
O=c1oc(-c2cccs2)nc2sc3c(c12)CCCC3	-25%[46.1 µM]	3%	-24%	-0.2%	16%[38.3 µM]	?	5%
COc1ccc(CNc2nc3ccccc3n2Cc2ccc(C)cc2)cc1OC	-1%	-17%	-4%	-1.8%	-2%	?	1%
O=C(NNc1c(F)c(F)cc(F)c1F)c1cc2ccccc2oc1=O	5%	10%	-1%	1.1%	-1%	4%[46 µM]	4%
Cc1cc(NS(=O)(=O)Cc2ccccc2)no1	0%[46.1 µM]	32%	-5%	-2.1%	9%[38.3 µM]	-5%	1%
COc1ccc(-c2nc3nc(C)c(Cc4ccccc4)c(=O)n3[nH]2)cc1	-5%[46.1 µM]	-18%	0%	-1.0%	27%[38.3 µM]	-4%	6%
O=C(Cc1ccccc1)NNC(=O)Nc1cccc(Cl)c1	7%[46.1 µM]	-23%	0%	-0.1%	-3%[38.3 µM]	1%	5%
CCO[C@@H]1OC(C(=O)N2CCN(C)CC2)=C[C@H](C(C)(C)C)[C@H]1CCCO	-16%	-4%[9.22 µM]	/	0.2%	-2%	/	9%
COc1ccc(CN2CCN(C(=O)CC(C)C)CC2)c2ccccc12	-6%[46.1 µM]	-12%	-6%	-1.6%	2%[38.3 µM]	?	8%
NC(=O)SCC(=O)Nc1ccc(Cl)c(Cl)c1	?	-2%	8%	-1.0%	6%[38.3 µM]	4%	3%
O=[N+]([O-])c1ccc(/C=N/NC(=S)Nc2ccc(Cl)cc2Cl)s1	-4%	-6%[9.22 µM]	/	22µM*	/	/	-22%
O=C(COC(=O)CNC(=O)c1ccc(Cl)cc1)Nc1ccc2c(c1)OCCO2	18%	5%	3%	1.0%	6%	2%	21%
Cc1ccc(C2(C(F)(F)F)NC(=O)N3C(=C2C#N)Nc2ccccc23)cc1 (configuration not stated)	-10%[46.1 µM]	?	-3%	3.9%	23%[38.3 µM]	1%	6%
N#Cc1c(Nc2ccccc2)sc(C(=O)C2CC2)c1N	14%	-6%	2%	0.0%	4%	-14%	1%
Cn1nc(-c2ccc(C(=O)Nc3cccnc3)cc2)c2ccccc2c1=O	-2%[46.1 µM]	-7%	-1%	1.1%	27%[38.3 µM]	25%	11%
COC(=O)[C@H]1C[C@@H]1[C@H](NC(=O)c1cccnc1)c1ccccc1	/	/	0%	6.4%	-8%	/	-7%
O=C(O)CCC(=O)N1N=C(c2ccc(Br)cc2)CC1c1cccs1 (configuration not stated)	-44%	-2%[9.22 µM]	2%	-0.9%[10.1 µM]	5%	3%[46 µM]	-3%
COc1ccc2[nH]cc(S(=O)(=O)c3ccc(F)cc3)c(=O)c2c1	-7%[46.1 µM]	?	0%	0.1%	-20%[38.3 µM]	?	2%
O=C(NC12CC3CC(CC(C3)C1)C2)N1CCN(c2ccccn2)CC1	-21%[46.1 µM]	9%	3%	3.6%	21%[38.3 µM]	-10%	7%
O=C(NCc1ccc(F)cc1)C(=O)NCC1OCCN1C(=O)c1ccc(Cl)cc1 (configuration not stated)	2%	17%	2%	-1.4%	0%	9%	-1%[2.36 µM]
Cc1cc(C)cc(NC(=O)CSc2nnc(Cc3cccn3C)n2-c2ccc(F)cc2)c1	-18%[46.1 µM]	-3%	2%	0.0%	31%[activator][38.3 µM]	-18%	1%
O=C(O)CCN1C(=O)CC2(CCCCC2)C1=O	-4%[46.1 µM]	3%	0%	0.0%	19%[38.3 µM]	-1%	5%
O=C(NCc1ccco1)C1CCN(c2ccc(N3CCOCC3)nn2)CC1	-8%[46.1 µM]	-4%	0%	0.0%	-7%	-3%	-6%
COc1ccc(CCN(C)C(=O)/C=C/c2c(Cl)nc3ccccn23)cc1OC	25%	6%	-2%	-0.5%	-8%	?	?
Cc1cc(C)c(OCCN2C(=O)NC(C)(C)C2=O)c(Cl)c1	14%[46.1 µM]	-5%	-1%	-4.4%	24%[38.3 µM]	7%	9%
Cc1cccc(-n2c(N)cc(=O)nc2SCC(=O)Nc2ccccc2)c1	-8%[46.1 µM]	5%[9.22 µM]	0%	5.5%	0%[38.3 µM]	10%	-4%
Nc1nonc1C(=Nc1ccccc1)NO	4%[46.1 µM]	1%	6%	-1.5%	2%[38.3 µM]	4%	4%
Cc1ccccc1OCc1nnc(SCC(=O)Nc2c(C)n(C)n(-c3ccccc3)c2=O)n1-c1ccccc1	4%	19%	1%	1.0%	2%	-12%	9%
Nc1nc(-c2ccccc2)c(-c2ccccc2)s1	-2%[46.1 µM]	7%	4%	-3.3%	-11%[38.3 µM]	8%	-8%
COc1cc(C(=O)NC(=S)N(CCc2ccccc2)CCc2ccccc2)cc(OC)c1OC	1%	?	-1%	-3.0%	7%	?	?
O=C1NC(=Nc2ccccc2)S/C1=C\c1cccnc1	1%[7.67 µM]	-12%[9.22 µM]	/	-0.3%	/	/	6%
CCOc1ccc(C(C)C)cc1S(=O)(=O)n1ccnc1C	-12%	-12%	-1%	-0.1%	10%	11%[46 µM]	19%
Cn1c(CN2CCOCC2)nnc1SCc1ccccc1	-4%[46.1 µM]	7%	-3%	1.9%	-19%[38.3 µM]	10%	1%
O=c1[nH]ncn1-c1ccccc1C(F)(F)F	-6%[46.1 µM]	-1%	3%	-0.9%	-3%	-8%	12%
Cc1ccc(N=Cc2c(O)n(-c3ccc4c(c3)OCO4)c(=O)c3ccccc23)cc1	-5%[46.1 µM]	-2%	1%	11%	41%[activator][38.3 µM]	0%	-6%
COc1cc(/C=N\NC(=O)c2ccccc2F)ccc1Oc1ccc([N+](=O)[O-])cn1	-11%	-21%[9.22 µM]	/	5.2%	/	/	-12%
COc1ccc(S(=O)(=O)NCC(c2cccnc2)N2CCN(c3ccccc3)CC2)cc1C (configuration not stated)	-22%[46.1 µM]	4%[9.22 µM]	7%	4.7%	7%[38.3 µM]	-3%	-13%
CC12CC(NC(=O)N1Cc1ccccc1)c1ccccc1O2 (configuration not stated)	3%[46.1 µM]	13%	-1%	-1.0%	-4%[38.3 µM]	?	4%
